NPY-Y1 PAM-ag: NPY-Y1 receptor potentiators or agonists, primary screen, cell-based; activation, % at 3.6 µM; NPY-Y1 expressing cells, potentiator/agonist activation; 220,000 compounds, 0.37% hits; in the data active means activation above about 33%, passing the limit was not always enough;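 further: cells stimulated with NPY at EC10 then isoproterenol at EC100; 0% = low agonist plus stimulus and 100% = saturating agonist plus stimulus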
Target sequence (P25929 whole entry, looked up): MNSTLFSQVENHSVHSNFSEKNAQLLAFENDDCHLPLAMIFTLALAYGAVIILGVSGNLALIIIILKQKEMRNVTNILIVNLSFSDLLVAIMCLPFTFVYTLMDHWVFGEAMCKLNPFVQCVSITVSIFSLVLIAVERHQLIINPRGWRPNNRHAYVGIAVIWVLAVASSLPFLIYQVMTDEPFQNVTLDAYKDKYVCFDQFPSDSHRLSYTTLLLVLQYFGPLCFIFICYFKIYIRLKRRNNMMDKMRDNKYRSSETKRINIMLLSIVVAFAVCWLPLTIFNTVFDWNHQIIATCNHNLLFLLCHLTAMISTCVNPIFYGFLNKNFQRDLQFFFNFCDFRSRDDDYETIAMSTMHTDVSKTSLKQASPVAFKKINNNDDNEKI
S1P4 agonist: S1P4 receptor agonists, primary screen, cell-based | activation, % at 4.98 µM | 220,000 compounds, 0.35% hits | S1P4-expressing cell line, agonist reporter assay | AID 1509, 2009; in the data active means activation above about 11%;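 further: 0% = DMSO vehicle and 100% = reference agonist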
Target sequence (O95977 whole entry, looked up): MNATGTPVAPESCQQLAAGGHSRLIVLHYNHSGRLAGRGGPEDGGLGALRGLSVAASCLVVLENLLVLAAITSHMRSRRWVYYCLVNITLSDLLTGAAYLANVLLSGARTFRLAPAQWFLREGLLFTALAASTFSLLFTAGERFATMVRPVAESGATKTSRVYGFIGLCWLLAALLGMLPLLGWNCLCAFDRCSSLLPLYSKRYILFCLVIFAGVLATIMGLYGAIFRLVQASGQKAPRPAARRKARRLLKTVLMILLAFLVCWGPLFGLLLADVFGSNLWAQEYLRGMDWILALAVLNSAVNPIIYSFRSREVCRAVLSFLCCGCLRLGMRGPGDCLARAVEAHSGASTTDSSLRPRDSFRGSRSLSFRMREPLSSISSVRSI
CHOP inhibitor: inhibitors of CHOP promoter induction, primary screen, cell-based, unfolded protein response, luciferase reporter | CHO-K1 CHOP-promoter luciferase, tunicamycin-induced, 15-18 h | inhibition, % at 10 µM | 220,000 compounds, 3.8% hits;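 active means compounds that reduced the stress-induced luciferase reporter signal by more than about 70% of percent inhibition, limit read from the data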;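 further: 0% = tunicamycin plus vehicle and 100% = wells without tunicamycin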
NPY Y1 blocker: NPY-Y1 receptor antagonists, primary screen, cell-based | Neuropeptide Y receptor type 1 (Homo sapiens), P25929 | HEK293-CNG Y1 cells, membrane potential fluorescence; NPY at EC95, then isoproterenol | inhibition, % at 3.6 µM | 200,000 compounds, 1% hits;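 active means inhibition above the campaign mean inhibition of all tested compounds plus 3 SD, cut at about 20% in these data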;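 further: 0% = DMSO wells given NPY plus isoproterenol and 100% = isoproterenol alone without NPY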
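Test system – HEK293 Y1/CNG channel cell line · Also added – NPY agonist 25 nM, then isoproterenol 1 µM plus Ro 20-1724 25 µM · Compound dosing – one concentration, 3.6 µM, in 0.4% DMSO · Schedule – compound incubation 1 h at room temperature, readout 45 min post-stimulation · Technique – fluorescence, membrane potential probe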
TRPN1 ag: zebrafish TRPN1 channel agonists, primary screen, cell-based, HEK293, calcium fluorescence; transient receptor potential cation channel N1 (TRPN1/NompC), Danio rerio; AID 1424, 2008; activation, % at 3 µM; 220,000 compounds, 0.18% hits; HEK293 zebrafish TRPN1-YFP, Fluo-8 calcium fluorescence; 100% = response to 87 µM carbachol;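 active means activation above its plate's cutoff, the mean activation of test wells on that plate plus 3 SD, cut at about 19% in these data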;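 further: 0% = DMSO alone and 100% = 87 µM carbachol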
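Assay system: Zebrafish TRPN1-YFP in HEK293 cells | Incubation: Dye loading 1 h at 37 °C, then 30 min room temperature | Measured by: Kinetic Fluo-8 fluorescence, ex 470-495, em 515-575 nm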
NPY2 pot ag: NPY-Y2 potentiators or agonists, primary screen, cell-based; cells expressing NPY-Y2, potentiator/agonist read-out; AID 1359, 2008; 220,000 compounds, 0.45% hits; activation, % at 3.6 µM; in the data active means activation above about 27%;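 further: cells stimulated with NPY near EC25 plus isoproterenol at EC100; 0% = vehicle plus submaximal agonist and 100% = vehicle plus saturating agonist; some results beyond the cut were filed as inactive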
TRPML3 ag: human TRPML3 channel agonists, primary screen, cell-based, HEK293 TRPML3-YFP, Fluo-8 calcium fluorescence, 3 µM. Mucolipin-3 (Homo sapiens), Q8TDD5. 100% = the carbachol control signal. activation, % at 3 µM. 220,000 compounds, 0.29% hits. AID 1448, 2008;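 active means activation above its plate's cutoff, the mean activation of the plate's test wells plus 3 SD, cut at about 12% in these data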;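 further: 0% = DMSO only wells and 100% = carbachol wells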
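Test system: HEK293 cells stably carrying human TRPML3-YFP; Doses: single dose, 3 µM final nominal compound, 0.3% DMSO final; Schedule: dye loading 1 h 37 °C then 30 min ambient, 125 s read; Technique: Fluo-8 calcium fluorescence; Benchmarks: high control carbachol 87 µM, low control DMSO.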
EP2 modulator: EP2 receptor modulators, cAMP readout, primary screen, cell-based, HTRF cAMP, PGE2 stimulation; Prostaglandin E2 receptor EP2 subtype (Homo sapiens), P43116; EP2-expressing cells, cAMP HTRF FRET, PGE2 co-stimulation; induction, % at 25 µM; 260,000 compounds, 0.83% hits;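 active means compounds whose cAMP rise, as percent of the full-agonist control response, exceeds 60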;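 further: rat C6 glioma line stably carrying human EP2 under a CMV promoter; the protocol text gives 20 µM as final concentration; 100% = response of wells given 1 µM PGE2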
S1P4 antag: S1P4 receptor antagonists, primary screen, cell-based; Sphingosine 1-phosphate receptor 4 (Homo sapiens), O95977; S1P4-expressing cells, antagonist mode, reporter read-out; inhibition, % at 4.98 µM; 220,000 compounds, 0.26% hits; AID 1510, 2009; in the data active means inhibition above about 29%;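 further: 0% = wells stimulated with agonist and 100% = vehicle wells without agonist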
* = called active by the depositor; . = no result given; & = joins results of further samples. Rows were taken by chance; any-hit rate near 6.5%.

nr	canonical_smiles	NPY-Y1 PAM-ag	S1P4 agonist	CHOP inhibitor	NPY Y1 blocker	TRPN1 ag	NPY2 pot ag	TRPML3 ag	EP2 modulator	S1P4 antag
1	Cc1ccc(SCc2ccc(C(=O)Nc3ccccc3Br)cc2)cc1	3.3	0.1	2.0	2.1	-1.1	10.3	0.0	0.7	5.3
2	O=[N+]([O-])c1cc(C(F)(F)F)ccc1NCCOc1ccccc1	-2.1	1.1	21.5	4.6	-0.3	-2.9	0.6	19.1	-30.6
3	COc1cc([N+](=O)[O-])ccc1NC(=O)C[n+]1cccc(C)c1	-4.7	-3.9	27.4	0.7	1.9	-4.1	0.2	13.5	5.0
4	Cc1ccn2cc(CCNS(=O)(=O)c3ccc4c(c3)CCCC4)nc2c1	-9.3	-0.2	10.5	4.4	1.1	-11.5	0.3	-69.1	12.8
5	CCCCC(CCC(=O)O)(C(=O)OCC)c1csc(Nc2ccc(OCC)cc2)n1 (stereo not given)	-8.4	-1.1	-30.6	.	-0.5	-34.5	-0.3	20.5	6.0
6	O=C(Nc1cccc(-c2cn3cccnc3n2)c1)c1ccco1	7.3	-0.3	19.4	1.4	1.4	0.4	1.2	-12.5	-12.3
7	O=C(Nc1ccc(Br)cc1)Nc1ccccc1Cl	21.3	0.6	6.7	.	12.3	-15.3	6.9	-15.5	19.9
8	Cc1ccc(CC23CN4CCN(CC(C4)C2O)C3)c(C)c1 (stereo not given)	-9.3	0.5	1.1	-3.1	-1.1	8.0	-0.4	-2.7	-5.7

Nos. 7 to 8, reprinted for reference:
nr	canonical_smiles	NPY-Y1 PAM-ag	S1P4 agonist	CHOP inhibitor	NPY Y1 blocker	TRPN1 ag	NPY2 pot ag	TRPML3 ag	EP2 modulator	S1P4 antag
7	O=C(Nc1ccc(Br)cc1)Nc1ccccc1Cl	21.3	0.6	6.7	.	12.3	-15.3	6.9	-15.5	19.9
8	Cc1ccc(CC23CN4CCN(CC(C4)C2O)C3)c(C)c1 (stereo not given)	-9.3	0.5	1.1	-3.1	-1.1	8.0	-0.4	-2.7	-5.7

(continued)
nr	canonical_smiles	NPY-Y1 PAM-ag	S1P4 agonist	CHOP inhibitor	NPY Y1 blocker	TRPN1 ag	NPY2 pot ag	TRPML3 ag	EP2 modulator	S1P4 antag
9	CCc1[nH]nc2c1C1(CCOC1C)C(C#N)=C(N)O2 (stereo not given)	0.0	2.5	23.7	-2.0	1.6	1.8	1.0	-7.7	-0.3
10	CN(Cc1cccs1)C(=O)CCc1c[nH]c2ccccc12	8.2	-1.4	-4.8	4.2	1.2	0.6	0.2	-46.8	9.2
11	CN(Cc1ccc(F)cc1)C(=O)c1ccc2c(c1)NC(=O)CS2	21.1	-0.5	4.9	3.3	0.4	-2.4	0.1	-27.0	-6.3
12	CCOC(=O)c1ccc(NC(=O)C(=O)NCc2ccc(/C=C(/C#N)C(=O)NCCOC)o2)cc1	-3.3	-0.1	71.8*	1.9	0.7	-8.4	0.8	-20.0	-3.4
13	O=S(=O)(NCCc1ccncc1)c1cc(Br)ccc1F	-17.2	0.7	19.0	-3.3	1.1	-2.5	0.0	8.5	-1.6
14	O=C(NCc1ccco1)c1cccc(NS(=O)(=O)c2ccccc2F)c1	14.7	0.8	20.5	4.0	1.1	-0.9	0.5	14.2	-17.5
15	O=C(COC(=O)c1cccc(F)c1)NC1CC1	-2.1	1.4	7.3	-1.0	1.3	1.3	0.4	-7.2	-20.1
16	CC1=C(C)CC(C(=O)NNC(=O)c2cccc(Cl)c2)C(C(=O)O)C1 (stereo not given)	-19.6	0.2	18.7	5.7	1.2	6.9	0.6	16.4	11.8
17	COc1ccc(C2CC(C)(c3ccc(OC)cc3OC)Nc3ccccc3N2)c(OC)c1 (stereo not given)	-1.1	0.1	79.7*	9.4	0.0	-3.6	3.2	24.5	1.8
18	c1ccc(OCc2nc3c4c(ncn3n2)-c2ccccc2CC42CCCC2)cc1	-1.8	-0.5	0.8	2.3	1.2	-3.8	0.2	-0.5	-14.7
19	Cc1ccc2cc3c(N)c(C(=O)N4CC(=O)Nc5ccccc54)sc3nc2c1	17.5	-0.6	-55.2	7.1	-0.3	22.4	0.4	-58.9&-0.1	1.9
20	CCCCN(Cc1cc2cc(C)ccc2[nH]c1=O)C(=O)c1ccccn1	7.9	0.8	0.6	.	-0.6	-16.3	-0.5	-25.9	-3.8
21	CN1C(=O)CC(C(=O)Nc2ccccc2F)SC1=Nc1ccc2c(c1)OCO2 (stereo not given)	16.4	0.8	22.2	-1.6	0.7	2.9	0.3	-40.1	-8.3
22	COc1ccc(NC(=O)C2CCC(CNS(=O)(=O)c3cccs3)CC2)cc1OC (stereo not given)	-19.0	0.1	12.3	2.3	0.4	-15.4	0.8	-21.9	-16.3
23	Cc1ccc(S(=O)(=O)NCC2CCC(C(=O)NCCCN3CCOCC3)CC2)cc1 (stereo not given)	-5.4	-5.2	-18.7	8.9	-1.3	5.5	0.5	25.2	-24.0
24	CCc1ccc(Oc2ncnc(N)c2[N+](=O)[O-])cc1	12.8	2.1	29.2	-3.0	1.1	13.1	0.8	-5.5	21.2
25	CCNC(=O)CC(=O)Nc1ccccc1C(=O)O	1.7	0.8	29.0	9.0	0.7	-5.0	0.8	24.1	-14.5
26	CCn1nc(C(C)C(=O)O)c2ccccc2c1=O (stereo not given)	1.7	0.6	-30.1	5.8	0.4	-3.5	0.6	9.6	-7.6
27	O=C(COc1ccccc1)NCCc1nc2ccccc2[nH]1	15.2	2.0	-0.4	2.1	0.7	1.7	0.4	-13.5	-12.3
28	c1ccc(-c2noc(-c3cccnc3)n2)cc1	16.8	-1.1	18.1	-0.9	0.7	-1.4	0.9	7.9	2.5
29	CCOc1ccc(N=C(C)c2ccccc2O)cc1	-15.1	-0.6	-39.4	-3.3	0.9	15.2	0.9	6.4	-6.0
30	COc1ccc(NC(=O)CN(C)S(=O)(=O)c2ccc(C)cc2)c([N+](=O)[O-])c1	-29.0	-2.6	-12.8	6.4	0.8	1.6	0.5	-1.8	-10.4
31	O=S(=O)(NCCCN1CCN(c2ccccc2F)CC1)c1cccc2cccnc12	-19.4	-0.8	18.3	0.8	2.8	-3.4	1.8	-28.1	-6.5
32	c1ccc(-c2nc(NCC3CCCO3)c3ccccc3n2)nc1 (stereo not given)	2.1	1.9	-1.3	-2.2	0.5	5.6	1.0	-12.5	-9.6
33	COc1ccc(S(=O)(=O)N2CCCCCC2)cc1C(=O)OC(C)C(N)=O (stereo not given)	14.2	0.4	11.0	.	0.2	13.9	0.7	-1.5	-11.1
34	CC(C)(C)n1nnnc1C(c1cccnc1)N1CCN(c2ccccn2)CC1 (stereo not given)	16.7	1.7	-2.6	-2.3	1.0	11.0	0.0	9.7	-14.6
35	CCn1c(=O)c2ccccc2n2c(SCC(=O)N3CCc4ccccc4C3)nnc12	-4.9	0.5	0.0	2.7	0.4	14.4	-0.8	13.8	0.3
36	O=C(O)c1ccc(-c2nc3ccccc3[nH]2)cc1	7.8	-1.4	14.3	1.4	-0.5	2.1	0.7	5.8	-1.4
37	CC(=O)c1ccc(NC(=O)CCCN2C(=O)/C(=C/C(C)=C/c3ccccc3)SC2=S)cc1	12.8	0.0	25.9	2.9	1.0	8.5	0.4	-13.4	-6.6
38	Cc1ccc(NC(=O)CN(C)C(=O)Cn2cc(C(F)(F)F)cc(Cl)c2=O)cc1	-21.3	-0.8	51.5	2.2	1.1	-2.4	0.9	-4.8	-4.8
39	Cc1cc(NC(=O)CSc2nnc(-c3ccncc3)n2-c2ccc(F)cc2)no1	-12.6	-2.9	4.0	-1.4	-2.3	-1.5	-0.1	-17.0	9.6
40	Cc1ccc(NC(=O)C(C)OC(=O)CCNS(=O)(=O)c2ccc(C)cc2)cc1 (stereo not given)	-1.4	0.6	4.5	1.6	-0.6	2.8	0.6	1.3	5.0
41	CC/C(=N/O)C(=O)c1ccc(Br)cc1	4.7	-0.4	36.4	3.3	-2.7	0.6	-0.7	-16.0	-10.8
42	Cc1cc(C(F)(F)F)nc(-n2cc(-c3cccc(N)c3)nn2)n1	14.1	-0.6	-4.1	-1.8	0.8	-11.6	0.5	-1.6	1.9
43	CC1CC(N(C(=O)C2CC2)c2ccccc2)c2ccccc2N1C(=O)C1CC1 (stereo not given)	-3.3	1.1	-25.7	13.0	-1.4	14.1	-0.1	25.9	-15.7
44	Cc1cccc2cc3c(N)c(C(=O)N4CCc5ccccc54)sc3nc12	-19.8	-0.2	60.3	3.1	0.4	-11.0	0.5	18.8&3.3	-1.0
45	COC(=O)CN(c1nc(C)c(Cl)c(OC)n1)S(=O)(=O)c1ccc(C)cc1	-17.1	0.3	47.8	3.4	-1.5	-8.6	0.5	50.1	13.6
46	COc1ccc(S(=O)(=O)N(C)C)cc1NC(=O)CSc1ncccn1	0.8	-0.6	-3.2	0.8	1.3	-6.0	0.8	1.5	-16.7
47	O=C(O)Cc1sc(Nc2ccc(Cl)cc2)nc1-c1cccs1	3.3	0.1	-38.9	5.2	3.6	-10.7	0.4	-16.3	-5.4
48	CC(C)CN(CC(C)C)C1=N/C(=C\c2ccco2)C(=O)N1c1ccccc1	15.8	1.1	46.0	2.9	-0.8	-3.1	0.8	44.3	1.4
49	COCCSc1nnc(NS(=O)(=O)c2ccccc2)s1	-16.7	1.2	-12.1	-2.1	-0.5	1.6	1.2	24.8	-2.0
50	C/C=C/c1ccccc1OCc1ccc(C(=O)O)o1	-24.7	2.5	3.7	22.1*	0.8	-23.9	-0.1	12.4	-8.2
51	Cc1cc(C(=O)N2CCN(CCc3ccccc3)CC2)no1	4.6	0.2	1.0	0.7	0.3	4.1	0.4	-26.3	-19.9
52	Cc1ccc(NC(=O)CSc2ccc(-c3cccnc3)nn2)cc1Cl	4.7	0.7	3.9	-0.6	2.1	1.0	1.6	11.3	-0.8
53	Cc1ccc2nc(NCC(=O)O)nc(-c3ccccc3)c2c1	-6.9	2.8	28.2	8.0	0.0	-3.6	-0.4	25.4	-10.9
54	S=C(CN1CCCC1=S)NCCc1ccccc1	21.4	0.5	0.8	.	-1.9	0.6	0.2	-10.9	3.6
55	CCOC(=O)c1ccc2[nH]c(C)c(CN3CCN(C)CC3)c(=O)c2c1	1.2	-0.1	.	-0.7	0.5	1.3	1.2	.	-3.1
56	COc1ccc(CCNC(=O)COC(=O)c2ccc(N3CCCC3=O)cc2)cc1OC	6.4	-1.3	7.9	-0.1	1.2	2.1	0.9	-41.0	5.4

Source: PubChem BioAssay
